UDG counterscr – blocks uracil-DNA glycosylase in AID counter-screen; FRET deamination/UDG coupled assay, UDG read, 4 h; Potency, µM (series often up to 115 µM), without a hit: at the top dose activity change, negative = inhibition, most hits filed as inhibitors; 0.14% of 91,000 active; AID 1347430; note: nearly all actives have a fitted effect of over 65% in size
AID inh – inhibitors of human activation induced cytidine deaminase; AID deamination FRET fluorescence, UDG-coupled, 4 h; Potency, µM (highest dose often 115 µM), for the others: top-dose activity change, negative = inhibition, actives largely listed as inhibitors; 0.32% of 91,000 active; AID 1347428; note: nearly all actives have a fitted effect of over 25% in size
Target sequence (Q9GZX7 whole entry, looked up): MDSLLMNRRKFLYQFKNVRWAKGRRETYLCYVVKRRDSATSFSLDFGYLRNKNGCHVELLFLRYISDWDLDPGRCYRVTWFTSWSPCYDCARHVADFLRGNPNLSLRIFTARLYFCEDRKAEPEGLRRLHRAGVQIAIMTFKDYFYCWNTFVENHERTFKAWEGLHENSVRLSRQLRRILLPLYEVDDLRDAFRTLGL
Starred values were filed as active, the others as inactive; ? = inconclusive; [ ] = remark or other dose. Calls come from the whole dose curve; as a rule, active = well fitted curve in the direction sought with a large enough effect; inconclusive = small, poorly fitted or top-dose-only effect, or another doubt; inactive = no such curve, though single readings can be large; an effect the other way counts as inactive or inconclusive. % is set by controls: 0 for no effect and ±100 for the full control effect; potency is the fitted concentration of half-maximal effect. The list is partial; the hit share may differ from the screen's.

Start of the data: the first seven compounds as a preview:
smiles	UDG counterscr	AID inh
Cc1cc(OCc2nn[nH]n2)c2c(C)c(CC(=O)O)c(=O)oc2c1	3%	11%
C[C@@H]1CCC2[C@](C)(CO)[C@@H](O)CC[C@]2(C)[C@@]12CCC(CO)(CCO)O2 (some centres undefined)	-5%	-5%
COc1cccc(CNC(=O)CSc2ncc(S(=O)(=O)c3ccc(Br)cc3)c(=O)[nH]2)c1	-11%	-18%
CCc1nn(CC(=O)Nc2c(C)cccc2C)c(=O)c2cc3sccc3n12	7%	-4%
Cc1ccc(C(=O)NCC(=O)NCC#Cc2cccc(C(F)(F)F)c2)cc1	-1%	-3%
Cc1c(Cc2ccccc2)c(=O)oc2cc(OS(C)(=O)=O)ccc12	-2%	-12%
N#Cc1cccc(COC(=O)c2ccc(N3CCOCC3)nc2)c1	9%	-5%

This part in full, repeating the preview:
smiles	UDG counterscr	AID inh
Cc1cc(OCc2nn[nH]n2)c2c(C)c(CC(=O)O)c(=O)oc2c1	3%	11%
C[C@@H]1CCC2[C@](C)(CO)[C@@H](O)CC[C@]2(C)[C@@]12CCC(CO)(CCO)O2 (some centres undefined)	-5%	-5%
COc1cccc(CNC(=O)CSc2ncc(S(=O)(=O)c3ccc(Br)cc3)c(=O)[nH]2)c1	-11%	-18%
CCc1nn(CC(=O)Nc2c(C)cccc2C)c(=O)c2cc3sccc3n12	7%	-4%
Cc1ccc(C(=O)NCC(=O)NCC#Cc2cccc(C(F)(F)F)c2)cc1	-1%	-3%
Cc1c(Cc2ccccc2)c(=O)oc2cc(OS(C)(=O)=O)ccc12	-2%	-12%
N#Cc1cccc(COC(=O)c2ccc(N3CCOCC3)nc2)c1	9%	-5%
COc1ccc(-c2ccc(C(=O)O)cc2)cc1	7%	4%
O=C(COc1ccccc1)Nc1nc2n(n1)C(c1ccc(Cl)cc1)CC(=O)N2 (centres undefined)	12%	-1%
CC(C)c1ccc(NC(=O)CSC2=Nc3ccccc3C3=NC(CCC(=O)NCc4ccco4)C(=O)N23)cc1 (centres undefined)	8%	?
COc1ccc(C(C)=O)cc1CSc1ccccc1C(=O)O	-3%	1%
CCOC(=O)CSc1nc2ccc(NC(=O)c3ccc(C)cc3)cc2s1	35%[activator]	14%
O=C(c1cc2cc([N+](=O)[O-])ccc2oc1=O)N1CCN(c2ccccc2)CC1	4%	-3%
O=C(Nc1ccccc1N1CCOCC1)c1cncc(Br)c1	-7%	1%
COc1ccc(NC(=O)Cn2c(=O)c3ccccc3n3nncc23)cc1Cl	7%	29%
COc1ccc(S(=O)(=O)N2CCCCC2)cc1C(=O)NC1CCS(=O)(=O)C1 (centres undefined)	-7%	0%
C=CCNc1nc(C(=O)OCC(=O)Nc2ccccc2)cs1	7%	-3%
COc1ccccc1Oc1coc2cc(OC(=O)c3ccc(F)cc3)ccc2c1=O	-2%	4%
CCN(CC)CC1CCN(C(=O)c2cccc(C#N)c2)CC1	7%	-2%
COc1cc(-c2nc3sccn3c2Nc2cccc(C)c2)ccc1O	-4%	3%
COC(=O)N/N=C/c1ccc(OCCCOc2ccc(Cl)cc2)cc1	-7%	2%
CC(=O)NCCNC(=O)CCCc1nnc2n(CC(C)C)c(=O)c3sccc3n12	1%	9%
CCCCn1c(=O)[nH]c(=O)c2c1nc(CN1CCN(S(=O)(=O)c3ccccc3)CC1)n2C	6%	-4%
CC(C)(CN(CCO)CCO)NS(=O)(=O)c1ccccc1	24%	-9%
CN(CC(=O)NC1(C#N)CCCC1)Cc1ccco1	-3%	-4%
O=C(CSc1ccccc1Cl)NC(=O)C1CCCCC1	6%	6%
CCc1nonc1NC(=O)c1oc2ccc(F)cc2c1C	10%	9%
N#Cc1ccc(N2CCC(C(=O)Nc3nc(C4CC4)cs3)CC2)nc1	-3%	-5%
CCOc1ccc(OCC)c(NC(=O)c2cnn(-c3ccc(F)cc3)c2-n2cccc2)c1	-5%	?
Cc1ccc2c(c1)N(CC(=O)NCCCN1CCCCC1C)C(=O)c1cccnc1O2 (centres undefined)	?	9%
COc1ccc(C(=O)NCCn2cc(SCC(=O)Nc3ccccc3)c3ccccc32)cc1OC	-6%	?
Cc1cc(C)cc(NC(=O)Cc2c[nH]c3ccccc23)c1	0%	6%
CC(C)c1ccc(C(=O)NC(=S)NCCCO)cc1	-2%	4%
Cc1ccc(SCc2ccc(C(=O)Nc3ccc(C)cc3C)cc2)cc1	2%	4%
Cc1ccc(-c2cnc(-c3ccc(Br)cc3)o2)cc1	-6%	-6%
Cn1c(=O)[nH]c(=O)c2c1nc(CN1CCOCC1)n2Cc1ccc(F)cc1	1%	-4%
Cc1ccc(S(=O)(=O)N(CC(=O)N2CCN(C)CC2)Cc2ccc(Cl)cc2)cc1	-9%	-8%
Cc1ccc(CNC(=O)c2c[nH]n3c(=O)c(Cc4ccc(Cl)cc4)c(C)nc23)cc1	-3%	?
COc1ccc(Br)cc1CNC(=O)c1cnc2sc(N3CCCC3)nn2c1=O	-2%	3%
Cc1ccc(C)c(NC(=O)CN(C)S(=O)(=O)c2cccc3cccnc23)c1	-5%	-2%
CN1C(C(=O)Nc2cccc(O)c2)=CC(c2cccs2)=NS1(=O)=O	-1%	6%
Cc1cccc(-n2c(SCC(=O)c3ccccc3)nnc2-c2ccc(Br)cc2)c1	5%	-7%
CCC(CC)C(NC(=O)CNC(=O)C1CC1)c1cccs1 (centres undefined)	12%	-1%
CC(C)C(=O)Nc1nnc2n1CCS2	9%	26%
CCOc1ccc2c(c1)c(=O)c(S(=O)(=O)c1ccccc1)cn2CC(=O)Nc1ccccc1OC	-4%	-16%
COc1ccc(S(=O)(=O)Oc2ccc3c(c2)O/C(=C\c2ccc(C(C)C)cc2)C3=O)cc1	-11%	14%
CCc1ccccc1NC(=O)CCc1ncc(-c2ccc(F)cc2F)o1	8%	0%
COc1ccc(S(=O)(=O)NCCc2csc3nc(-c4ccc(Cl)cc4)nn23)cc1C	-9%	?
COc1cc(-c2noc(-c3ccc(NCc4ccco4)c([N+](=O)[O-])c3)n2)cc(OC)c1OC	6%	57%[activator]
CCCCCC(=O)N/N=C/c1cccc(Cl)c1	-7%	-2%
O=C(c1ccc(N2C(=O)CCS2(=O)=O)cc1Cl)N1CCCCC1	1%	1%
O=C(Nc1ccc(F)cc1Cl)Nc1ccccc1C(F)(F)F	8%	-6%
Cc1ccccc1OCCCCn1c(-c2ccc(Cl)cc2)nc2ccccc2c1=O	3%	-4%
CCNc1c(NC(=O)NCCCOC)c(=O)oc2ccccc12	0%	-9%
COc1ccc(CNC(=O)C2CCC(CNS(=O)(=O)c3cccs3)CC2)cc1 (centres undefined)	-5%[57.5 µM]	-8%
COCCn1c(=O)[nH]c2cc(C(=O)Nc3ccc(OC)cc3)ccc2c1=O	-12%	26%
CC(C)(O)C#Cc1ccc(C(=O)N2CCN(Cc3ccccc3)CC2)cc1	-18%	-22%
COc1ccccc1N(CC(=O)Nc1ccc(C)c(Cl)c1)S(=O)(=O)c1ccc(C)cc1	-2%	?
O=C(CC(c1ccccc1)c1ccccc1)Nc1ccc(Oc2ccccc2)cc1	-11%	-6%
N#C/C(=C\c1ccccc1F)c1nc2ccccc2c(=O)[nH]1	-25%	2%

The listing continues.
smiles	UDG counterscr	AID inh
NCCCn1c2ccccc2c2ccccc21	-1%	-2%
N#Cc1nc(COc2ccc3c(c2)OCO3)oc1N1CCC(C(N)=O)CC1	2%	-7%
CC(C)CCNC(=O)c1cccc(-n2cnc3cccnc32)c1	28%	35%[activator]
COc1ccccc1C(=O)Nc1ccccc1C(=O)OCc1cc(=O)n2c(C)csc2n1	-4%	-3%
CC(C)(C)C(=O)NC(Nc1ccc2ccccc2c1)C(Cl)(Cl)Cl (centres undefined)	-2%	-2%
CC1CCC(Nc2nc3c(-c4ccc(Cl)cc4)nnn3c3ccccc23)CC1 (centres undefined)	-2%	-5%
Cc1ccc(NC(=O)/C(C#N)=C\c2ccccc2OC(F)F)cc1	-9%	-15%
CNC(=O)C1CCC(Cn2c(=O)c3sccc3n(CC(=O)NCc3ccc(C)cc3)c2=O)CC1 (centres undefined)	1%	-7%
O=C(NCc1cccnc1)C1(c2cccc(C(F)(F)F)c2)CCOCC1	0%	-7%
Cc1ccc(C)c(NC(=O)c2ccc3ncsc3c2)c1	2%	-3%
COc1cccc(Oc2coc3cc(O)ccc3c2=O)c1	8%	-4%
O=C(O)CN(/C=C/C(=O)C(F)(F)F)CC(=O)O	4%	4%
COc1ccc(C(=O)CC2(O)C(=O)N(Cc3ccccc3Cl)c3ccccc32)cc1 (centres undefined)	7%	17%
NC1CCN(O)C1=O (centres undefined)	3%	-1%
CCOc1ccc(CCNC(=O)CCn2c(=O)c3cccn3c3ccc(F)cc32)cc1	5%[57.5 µM]	5%
CCOC(=O)Cn1c(=O)oc2cc(S(=O)(=O)Nc3cc(OC)cc(OC)c3)ccc21	6%	-27%
Cc1ccc(C)c(NS(=O)(=O)c2ccc3oc(=O)c4ncn(C)c4c3c2)c1	0%	6%
C=CCc1ccccc1OCCOc1ccccc1/C=C(/C#N)C(N)=O	4%	-5%
O=S(=O)(c1ccc(Br)cc1)c1nnn2c1nc(NCCc1ccccc1)c1sccc12	7%	-21%
COc1ccc(C2=C(O)C(=O)N(Cc3ccccn3)C2c2ccccc2F)cc1 (centres undefined)	-6%	-8%

Next section.
Under each structure – UDG counterscr, AID inh
- COc1ccc(/C=C/C(=O)NCC(F)(F)F)cc1
→ 3%, -1%
- CCCOc1cccc(C(=O)Nc2cccc(-c3nc4ncccc4o3)c2C)c1
→ 8%, 18%
- O=C(OCC1C(COC(=O)c2ccco2)C1(Cl)Cl)c1ccco1 (centres undefined)
→ 7%, 0%
- CC(C)(C)c1ccc(OCCn2cc(C(=O)C(F)(F)F)c3cc(Br)ccc32)cc1
→ 0%, 0%
- CCc1ccccc1NC(=O)c1sc(-n2nc(C)c(Cc3ccc4c(c3)OCO4)c2C)nc1C
→ 0%, -5%
- CCOc1ccc(NC(=O)Cn2cc(C(=O)c3ccccc3)c(=O)c3cc4c(cc32)OCO4)cc1
→ -5%, 12%
- CCOc1ccc(-n2nc(CO)c(C(=O)NCC(c3ccccc3)c3ccccc3)n2)cc1
→ -6%[57.5 µM], 0%
- COc1ccc(Cl)cc1NC(=O)CSc1ccc2nnc(CCNS(=O)(=O)c3ccccc3)n2n1
→ 0%, -12%
- Cc1ccc(CSC2=NC(C)(C)Nc3ccccc32)c(C)c1
→ 1%, 9%
- CN(C)S(=O)(=O)c1cccc(NC(=O)c2ccc3ccccc3n2)c1
→ -4%, -6%
- COc1ccccc1C(C)NC(=O)Cc1csc2nc(-c3ccc(F)cc3)cn12 (centres undefined)
→ -11%, 0%
- N#C/C(=C/c1ccc(Cl)cc1)C(=O)OCC(=O)N1CCOCC1
→ 1%, -2%
- O=C(CCn1c(=O)c2cccn2c2cccnc21)Nc1ccccc1Br
→ 7%, -6%
- Cc1[nH]c2ccccc2c1C(=O)C(C)Sc1nnnn1C1CCCC1 (centres undefined)
→ 0%, -9%
- CCOC(=O)c1ccccc1NC(=O)Cn1c(=O)n(Cc2ccc(C(=O)NCc3ccc4c(c3)OCO4)cc2)c(=O)c2ccccc21
→ -12%, 2%
- CCN1/C(=C/C(C)=O)Sc2ccc(OC)cc21
→ -4%, -1%
- COc1ccc(-n2cc(C(=O)Nc3ccccc3C#N)c3ccccc3c2=O)cc1
→ 1%, -4%
- COc1cccc(C(=O)Nc2ccc3nc(SCC(=O)N4CCOCC4)sc3c2)c1
→ 5%[57.5 µM], -18%
- Nc1ccc(C(=O)OC2CCCC2)cc1
→ 5%, 1%
- COCc1cc(C)nc2c1C(=O)NC(c1ccc(NC(C)=O)cc1)N2Cc1ccccc1 (centres undefined)
→ -1%, -5%
- Cc1ccc(NC(=O)CN(C)C(=O)CCc2ncc(-c3ccc(C)c(C)c3)o2)cc1
→ -10%, -3%
- COc1ccc(OCCN(C)CC(C#N)CCC#N)cc1 (centres undefined)
→ 4%, -4%
- Cc1ccc(C(=O)NCC(C)(C)CNC(=O)c2ccc(C)c(C)c2)cc1C
→ 11%, 13%
- CC(C)c1ccc2c(c1)C1(CC(=O)Nc3c1cnn3Cc1ccccc1Cl)C(=O)N2C (centres undefined)
→ -6%, -3%
- Cc1ccc(C)c(Cn2c(=O)n(Cc3ccc4c(c3)OCO4)c(=O)c3oc4ccccc4c32)c1
→ 3%, 5%
- CCOc1ccc(Nc2nc(-c3ccc([N+](=O)[O-])cc3)nc3ccccc23)cc1
→ -9%, -11%
- CCC(C)NC(=O)c1ccc2c(c1)N(Cc1ccccc1)C(=O)c1ccccc1S2 (centres undefined)
→ -9%, -8%
- Cc1ccc2c(c1)-c1nc3ccccc3cc1/C2=C\c1ccncc1
→ -12%, -18%
- COc1cccc(CSc2nc3n(n2)C(CC(C)C)C(C(=O)Nc2ccccc2OC)=C(C)N3)c1 (centres undefined)
→ -17%[57.5 µM], -1%
- CC(C)(C)c1cc(C(=O)Nc2cccc(C(=O)O)c2)cc(C(C)(C)C)c1
→ 4%, -11%
- Cc1cc(Cl)ccc1OCC(=O)N1CCC(c2nc3ccccc3o2)CC1
→ -9%[57.5 µM], ?
